High-throughput results deposited in PubChem BioAssay by several laboratories.
FAS TE block: blocks the thioesterase domain of human fatty acid synthase; P49327; recombinant FAS-TE, OMFH fluorogenic substrate, fluorescence endpoint; inhibition, % at 15 µM; 360,000 compounds, 0.67% hits; AID 602261;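 active = compounds whose normalised, plate-corrected inhibition of enzyme fluorescence in the single-dose primary screen is 50% or more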;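 also: 0% = DMSO with enzyme and 100% = substrate without enzyme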
MLLE-PAM2 inh: inhibitors of microRNA-mediated deadenylation, human PABP1 MLLE binding; P11940; GST-MLLE / FITC-PAM2 fluorescence polarization; inhibition, % at 20 µM; 360,000 compounds, 0.36% hits; AID 588489; in the data active = inhibition above about 35%, passing the limit was not always enough;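 also: plate controls were DMSO wells with GST-MLLE for no effect and wells lacking GST-MLLE protein for full effect; some results filed as inactive read as strong as hits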
E coli Lon inh: inhibits E. coli Lon protease; purified E. coli Lon protease, fluorescence polarization; inhibition, % at 7.94 µM; 360,000 compounds, 0.42% hits; AID 602123; in the data active = inhibition above about 13%, passing the limit was not always enough;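 also: 0% = enzyme with probe and DMSO and 100% = no enzyme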
MT1-MMP act inh: inhibitors of human MT1-MMP activation; P50281; HT1080 RFP-PRO-GFP cells, GFP/RFP ratio fluorescence, overnight; percent of plate control window, DMSO zero; GFP/RFP ratio change, % at 20 µM; 360,000 compounds, 0.061% hits; AID 651647;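 active = GFP/RFP ratio change of at least 30% with cell ATP level not reduced by more than half and red fluorescence within 50% of control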; also: strong numbers were not always called active
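Test system: HT1080 RFP-PRO-GFP cells; Benchmarks: DMSO and RFP-L50D-GFP cell wells; Timing: cells overnight before dosing, compound overnight, 37 °C, 5% CO2; Compound: one 20 µM compound dose with 1% DMSO; Read-out: GFP/RFP fluorescence ratio.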
Rpn11 inh: Rpn11 (human) deubiquitinase inhibition; human 26S proteasome, Ub4-pepOG fluorescence polarization; 20S core pre-blocked with epoxomicin; calls only at 20 µM; 360,000 compounds, 0.59% hits; AID 588493;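 active = inhibition at 20 µM, scaled to each plate's controls, above about 33%, limit read from the data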
MsrA act: activates bovine MsrA enzyme | purified bovine MsrA, absorbance read-out | 360,000 compounds, 0.3% hits | activation, % at 10.6 µM; in the data active = activation above about 7.5%;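 also: 0% = vehicle and 100% = reference activator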
MsrA inhibitor: bovine MsrA inhibition | purified bovine MsrA, absorbance read-out | inhibition, % at 15.5 µM | 360,000 compounds, 0.75% hits | AID 651718; in the data active = inhibition above about 4.5%;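 also: 0% = vehicle wells with enzyme and 100% = reference inhibitor wells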
Rin1-Abl PPI inh: blocks binding of human Rin1 to Abl; TR-FRET Rin1/Abl binding, biochemical; inhibition, % at 7.35 µM; AID 588664; 360,000 compounds, 0.4% hits; P00519+Q13671; in the data active = inhibition above about 5%, passing the limit was not always enough
Target sequence (P00519 whole entry, looked up): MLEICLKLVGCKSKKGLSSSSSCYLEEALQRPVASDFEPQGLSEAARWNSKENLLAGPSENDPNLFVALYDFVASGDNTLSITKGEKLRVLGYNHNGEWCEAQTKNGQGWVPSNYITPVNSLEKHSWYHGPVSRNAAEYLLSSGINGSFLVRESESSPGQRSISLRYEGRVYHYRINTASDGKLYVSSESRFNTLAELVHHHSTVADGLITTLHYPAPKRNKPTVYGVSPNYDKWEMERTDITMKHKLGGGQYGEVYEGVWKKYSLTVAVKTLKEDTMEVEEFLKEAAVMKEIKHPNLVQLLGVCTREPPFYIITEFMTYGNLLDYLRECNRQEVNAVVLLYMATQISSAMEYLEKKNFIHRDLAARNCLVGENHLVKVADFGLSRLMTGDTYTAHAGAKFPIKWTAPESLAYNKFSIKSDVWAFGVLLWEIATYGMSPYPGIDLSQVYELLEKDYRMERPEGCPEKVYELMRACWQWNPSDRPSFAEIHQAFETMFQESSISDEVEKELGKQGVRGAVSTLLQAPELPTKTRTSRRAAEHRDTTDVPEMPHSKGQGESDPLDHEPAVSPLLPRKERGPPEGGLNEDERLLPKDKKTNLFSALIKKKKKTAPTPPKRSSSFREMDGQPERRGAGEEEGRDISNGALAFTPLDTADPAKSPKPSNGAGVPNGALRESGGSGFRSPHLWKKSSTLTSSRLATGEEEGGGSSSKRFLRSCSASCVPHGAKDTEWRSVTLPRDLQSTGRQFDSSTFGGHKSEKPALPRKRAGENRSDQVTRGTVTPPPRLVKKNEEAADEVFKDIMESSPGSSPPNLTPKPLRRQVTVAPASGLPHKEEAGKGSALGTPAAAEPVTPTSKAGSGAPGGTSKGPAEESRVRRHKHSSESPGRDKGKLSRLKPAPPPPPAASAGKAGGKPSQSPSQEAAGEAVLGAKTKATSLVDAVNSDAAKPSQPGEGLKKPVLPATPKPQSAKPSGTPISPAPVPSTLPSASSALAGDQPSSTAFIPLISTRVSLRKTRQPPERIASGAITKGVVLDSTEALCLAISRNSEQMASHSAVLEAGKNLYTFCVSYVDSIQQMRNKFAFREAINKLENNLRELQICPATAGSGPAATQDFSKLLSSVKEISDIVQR
Target sequence (Q13671 whole entry, looked up): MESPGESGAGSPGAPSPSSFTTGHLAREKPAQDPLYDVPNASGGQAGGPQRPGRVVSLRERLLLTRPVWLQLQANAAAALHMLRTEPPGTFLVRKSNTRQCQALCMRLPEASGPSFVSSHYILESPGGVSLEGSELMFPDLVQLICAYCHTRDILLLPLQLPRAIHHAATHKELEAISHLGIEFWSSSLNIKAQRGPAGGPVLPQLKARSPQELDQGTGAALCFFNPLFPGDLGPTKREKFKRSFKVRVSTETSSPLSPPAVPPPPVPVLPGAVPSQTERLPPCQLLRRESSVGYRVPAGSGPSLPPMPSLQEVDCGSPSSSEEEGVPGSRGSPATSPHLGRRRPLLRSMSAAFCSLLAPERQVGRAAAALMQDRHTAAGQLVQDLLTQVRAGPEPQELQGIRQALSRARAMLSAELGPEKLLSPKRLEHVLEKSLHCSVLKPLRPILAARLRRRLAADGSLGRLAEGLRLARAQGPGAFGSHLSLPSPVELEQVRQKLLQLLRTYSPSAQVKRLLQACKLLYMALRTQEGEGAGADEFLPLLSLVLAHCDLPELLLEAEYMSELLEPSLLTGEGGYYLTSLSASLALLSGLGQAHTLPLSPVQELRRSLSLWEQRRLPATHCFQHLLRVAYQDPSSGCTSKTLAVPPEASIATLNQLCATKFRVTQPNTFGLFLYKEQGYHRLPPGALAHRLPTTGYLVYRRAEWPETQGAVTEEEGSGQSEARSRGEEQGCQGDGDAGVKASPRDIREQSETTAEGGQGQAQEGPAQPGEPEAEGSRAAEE
CSN inh: CSN deneddylation inhibition. Purified CSN, SCF-Nedd8-OG deneddylation, fluorescence polarization. inhibition, % at 12.5 µM. 360,000 compounds, 0.38% hits. AID 651999;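 active = pattern-corrected inhibition above about 35%, with an unprinted fluorescence ratio check between 0.5 and 1.5, limit read from the data, passing the limit was not always enough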;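 also: 0% = enzyme with substrate and 100% = substrate without enzyme; some results filed as inactive read as strong as hits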
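Assay system: purified human Csn5 enzyme expressed in HEK293T cells; measure: % inhibition; also added: SCFSkp2-Nedd8OG substrate at 10 nM final; technique: fluorescence polarization; times: reaction 90 min, room temperature; medium: Tris buffer pH 7.5, NaCl, DTT, Tween-20, trehalose, ovalbumin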
Active calls of the source: *; i = inactive; x = no result given. No enrichment for hits; overall some 3.7% were active at least once.

SMILES	FAS TE block	MLLE-PAM2 inh	E coli Lon inh	MT1-MMP act inh	Rpn11 inh	MsrA act	MsrA inhibitor	Rin1-Abl PPI inh	CSN inh
COc1ccc(N(CC(=O)Nc2cccc(N(C)S(C)(=O)=O)c2)S(C)(=O)=O)cc1OC	-9.4	-0.1	1.8	0.3	i	-6.9	0.1	4.7	2.1
Cn1c(=O)c2[nH]c(Cc3cccc4ccccc34)nc2n(C)c1=O	-1.1	7.4	-8.4	1.1	i	-1.1	1.8	1.4	1.7
O=c1c2cn[nH]c2[nH]c(=S)n1-c1cccc(Cl)c1	-11.0	31.4	4.5	0.3	i	2.5	0.4	1.1	-1.7
O=C(COC(=O)c1ccccc1)Nc1ccccc1Sc1ccccc1	7.6	11.6	6.0	-2.2	i	-3.0	-0.5	-2.9	-3.0
CCn1cc(/C=C(\NC(=O)c2ccc(OC)cc2)C(=O)N2CCOCC2)c2ccccc21	-4.6	-2.2	12.8	-3.2	i	-8.7	3.2	1.0	1.5
Cn1c(=O)c2cc(NC(=O)NCCc3cccs3)ccc2n1-c1ccc(C(C)(C)C)cc1	35.6	-9.1	-3.6	3.4	i	-1.3	x	-3.7	-3.2
COc1ccc(/C=C2/SC(=O)N(CCNC(=O)C3CC(=O)N(Cc4ccccc4)C3)C2=O)cc1 (configuration not stated)	-3.0	-61.2	0.3	-1.4	i	-1.2	2.8	0.2	4.3
Cc1onc(-c2ccccc2)c1NC(=O)OC(C)c1cccnc1 (configuration not stated)	-7.1	1.5	7.9	-1.1	i	-1.4	-1.7	-1.9	0.9
CC(=O)c1cc2c(cc1N(C(=O)c1ccco1)C(C(=O)NC1CCCC1)c1ccccc1F)OCO2 (configuration not stated)	10.1	-5.0	-8.1	2.5	i	-0.4	1.7	2.5	0.9
CCOc1ccc(N2CC(C(=O)NCCc3ccc(F)cc3)CC2=O)cc1 (configuration not stated)	-1.8	-0.4	-10.1	1.6	i	-3.2	-0.3	2.1	1.7
Cc1cc(/C=C2\NC(=O)N(Cc3ccc(Cl)cc3)C2=O)c(C)n1C	-1.0	-70.4	-28.5	-6.8	i	0.0	-0.1	-0.4	3.3
CCOc1ccc(NC(=O)C2CCN(S(=O)(=O)c3ccc4c(c3)C(C)(C)C(=O)N4C)CC2)cc1	-5.7	18.2	-15.8	0.0	i	-2.8	2.4	0.6	-2.4
ClC1(CNc2ccccc2)CCN(Cc2ccccc2)CC1	8.8	-2.8	2.2	0.4	i	-2.4	1.0	0.5	0.9
O=C(Nc1nccs1)C1CC(=O)N(CCc2ccc(F)cc2)C1 (configuration not stated)	-1.7	-7.9	0.4	2.6	i	-3.9	-0.5	1.5	6.2
CCCCC1=CC2=C(c3ccco3)C(=O)C(C)(OC(=O)c3ccc(OC)cc3)C(=O)C2=CN1C1CC1 (configuration not stated)	0.5	26.3	55.8*	-19.2	i	-2.4	0.2	-7.8	-4.4
CCCOC(=O)C1=C(C)N(C)C(=O)NC1c1cc2c(cc1Br)OCO2 (configuration not stated)	6.1	-1.1	-8.0	-1.6	i	-4.1	-1.5	0.8	2.7
O=C(CSCc1ccc(Br)cc1)NCc1ccccn1	-1.5	-4.1	-6.5	0.8	i	-2.8	1.7	2.4	-4.9
COc1ccc(OCc2cccc(C(=O)O)c2)cc1	-3.7	-4.5	2.9	6.9	i	0.0	0.0	-1.9	-0.3
C[C@H](NC(=O)c1ccccc1)C(=O)Nc1nc(-c2ccccn2)cs1	-3.8	6.8	1.1	1.1	i	0.4	-0.3	0.0	-4.1
CC(C(=O)NCc1ccc(F)cc1)c1ccc([N+](=O)[O-])cc1 (configuration not stated)	14.6	17.8	-4.2	8.3	i	-2.4	-0.1	-1.0	0.7

3 entries out of the list, arranged by molar mass, rising.
SMILES	FAS TE block	MLLE-PAM2 inh	E coli Lon inh	MT1-MMP act inh	Rpn11 inh	MsrA act	MsrA inhibitor	Rin1-Abl PPI inh	CSN inh
Cc1onc(-c2ccccc2)c1NC(=O)OC(C)c1cccnc1 (configuration not stated)	-7.1	1.5	7.9	-1.1	i	-1.4	-1.7	-1.9	0.9
CCCOC(=O)C1=C(C)N(C)C(=O)NC1c1cc2c(cc1Br)OCO2 (configuration not stated)	6.1	-1.1	-8.0	-1.6	i	-4.1	-1.5	0.8	2.7
CCCCC1=CC2=C(c3ccco3)C(=O)C(C)(OC(=O)c3ccc(OC)cc3)C(=O)C2=CN1C1CC1 (configuration not stated)	0.5	26.3	55.8*	-19.2	i	-2.4	0.2	-7.8	-4.4

Additional structures.
SMILES	FAS TE block	MLLE-PAM2 inh	E coli Lon inh	MT1-MMP act inh	Rpn11 inh	MsrA act	MsrA inhibitor	Rin1-Abl PPI inh	CSN inh
CCSc1nnc(NC(=O)CSc2ncccn2)s1	-5.3	8.5	-4.0	3.6	i	0.9	0.4	4.1	1.6
C#CC[N+](C)(C)CCN1C(=O)C2C(c3ccccc3)C=CC(c3ccccc3)C2C1=O (configuration not stated)	-3.9	0.4	-3.2	-1.4	i	-1.5	-0.7	3.8	-4.7
CCN=C(NS(=O)(=O)c1ccc(Br)cc1)c1ccc(Cl)cc1	0.5	-6.0	-5.7	5.3	i	-1.4	-0.2	3.4	-4.8
Cc1cnc(C(=O)OCC(=O)Nc2cccc(S(=O)(=O)N3CCOCC3)c2)cn1	-9.5	-0.7	-6.4	5.1	i	-1.7	-1.6	-1.2	3.7
O=C(CN1C(=O)/C(=C/c2ccc(Cl)cc2)SC1=S)NC1C=CS(=O)(=O)C1 (configuration not stated)	-1.3	-40.9	12.6	1.3	i	-7.9	1.2	-1.1	-0.4
COc1ccc(C2CC(=O)C=C(NNS(=O)(=O)c3ccc(C)cc3)C2)cc1 (configuration not stated)	-9.8	1.6	4.0	-4.6	i	-5.8	1.3	1.4	4.8
CN(C)C(=O)CNc1n[nH]c(=S)[nH]c1=O	-10.6	-1.7	2.1	4.0	i	-15.2	3.2	1.0	-1.5
CCOc1ccccc1N(CC(=O)Nc1ccccc1C(=O)OC)S(C)(=O)=O	0.6	1.7	-4.4	0.7	i	-11.6	-1.0	2.8	-1.9
CC(=O)Nc1ccc(OCC(=O)NCCc2ccc(Cl)cc2)cc1	-4.9	-11.3	-0.2	7.2	i	-3.8	-1.1	1.2	-12.3
O=C(Nc1ccc(N2CCN(C(=O)c3ccccc3)CC2)c(Cl)c1)c1ccco1	0.8	-7.5	8.1	-3.9	i	-2.1	0.8	-0.1	-3.5
COc1ccc(Cl)cc1C(=O)CSc1nnnn1C1CCCC1	29.3	-6.8	-11.0	0.1	i	-8.6	1.3	-0.4	3.7
CCC(C)c1ccc(NC(=S)N2CCN(S(C)(=O)=O)CC2)cc1 (configuration not stated)	1.6	-115.4	-8.1	0.5	i	-0.4	-0.7	0.5	4.0
CSc1nc2c(c(=O)n1Cc1ccccc1)SC(C)C2 (configuration not stated)	13.8	10.4	-2.2	-8.4	i	-4.3	2.3	0.9	1.2
COC(=O)Cc1cc(=O)[nH]c(/N=C(\N)Nc2ccc(C)cc2)n1	-6.1	6.5	2.7	-2.6	i	-6.6	-0.3	-0.4	-1.3
O=C(CCNC(=O)c1ccc(Cl)cc1)Nc1ccc(F)cc1F	0.4	-12.1	2.4	0.3	i	-8.3	-0.6	-3.8	-0.9
CC(C)c1c(O)nc(SCc2ccccc2)[nH]c1=O	-3.8	-3.8	-11.8	-2.6	i	-2.2	-0.7	2.0	3.3
Cc1cccc(NC(=S)NC(C)(C)CC(C)(C)C)c1	7.3	26.5	-4.9	0.0	i	-9.2	-0.3	-0.2	5.9
CCOC(=O)C1C(=O)Oc2ccc3ccccc3c2C1C1CCOC1=O (configuration not stated)	-1.7	-9.4	-0.5	1.7	i	-2.2	0.4	-4.9	2.1
CCCCCc1ccc(-c2ccc(C(=O)O)cc2)nc1	-1.0	-6.5	-2.2	0.4	i	-2.7	0.8	0.6	-1.6
CC1CCCCC1NC(=O)c1cc(S(=O)(=O)N2CCCCC2)ccc1N1CCOCC1 (configuration not stated)	1.7	-5.5	-11.3	-1.3	i	-4.9	-0.3	1.4	2.2

Some of the entries above, reformatted:
O=C(Nc1ccc(N2CCN(C(=O)c3ccccc3)CC2)c(Cl)c1)c1ccco1
  FAS TE block: 0.8; MLLE-PAM2 inh: -7.5; E coli Lon inh: 8.1; MT1-MMP act inh: -3.9; Rpn11 inh: i; MsrA act: -2.1; MsrA inhibitor: 0.8; Rin1-Abl PPI inh: -0.1; CSN inh: -3.5
O=C(CN1C(=O)/C(=C/c2ccc(Cl)cc2)SC1=S)NC1C=CS(=O)(=O)C1 (configuration not stated)
  FAS TE block: -1.3; MLLE-PAM2 inh: -40.9; E coli Lon inh: 12.6; MT1-MMP act inh: 1.3; Rpn11 inh: i; MsrA act: -7.9; MsrA inhibitor: 1.2; Rin1-Abl PPI inh: -1.1; CSN inh: -0.4
Cc1cccc(NC(=S)NC(C)(C)CC(C)(C)C)c1
  FAS TE block: 7.3; MLLE-PAM2 inh: 26.5; E coli Lon inh: -4.9; MT1-MMP act inh: 0.0; Rpn11 inh: i; MsrA act: -9.2; MsrA inhibitor: -0.3; Rin1-Abl PPI inh: -0.2; CSN inh: 5.9
CC(C)c1c(O)nc(SCc2ccccc2)[nH]c1=O
  FAS TE block: -3.8; MLLE-PAM2 inh: -3.8; E coli Lon inh: -11.8; MT1-MMP act inh: -2.6; Rpn11 inh: i; MsrA act: -2.2; MsrA inhibitor: -0.7; Rin1-Abl PPI inh: 2.0; CSN inh: 3.3

Further structures
SMILES	FAS TE block	MLLE-PAM2 inh	E coli Lon inh	MT1-MMP act inh	Rpn11 inh	MsrA act	MsrA inhibitor	Rin1-Abl PPI inh	CSN inh
COC(=O)c1ccc(NC(=O)c2ccccc2N(C)S(=O)(=O)c2ccccc2)cc1	2.7	-4.8	-2.7	-3.1	i	-3.5	-0.9	-2.3	-4.7
CC12CCC(=O)N1C(C(=O)N1CCN(c3ccc(C(F)(F)F)cc3[N+](=O)[O-])CC1)CS2 (configuration not stated)	-7.7	-8.2	2.6	7.4	i	-5.8	-1.0	2.0	0.3
O=C(NCCCN1CCOCC1)c1onc(CSc2ccccn2)c1C(=O)NCCCN1CCOCC1	-10.2	11.6	-0.1	9.7	i	0.3	-1.1	2.0	-2.7
COc1cccc(CN2CCC(n3nccc3NC(=O)C3CC3)CC2)c1	-6.4	-7.3	2.9	-1.0	i	-1.7	0.0	1.2	-4.9
Cc1noc(C)c1COc1ccccc1C(=O)N1CCN(S(=O)(=O)c2ccccc2F)CC1	-1.8	-5.5	-4.0	-1.1	i	-0.7	0.8	1.5	0.8
Cc1cccc(NC(=O)C2CCN(S(=O)(=O)c3c(C)noc3/C=C/c3ccco3)CC2)n1	14.5	-37.2	-32.5	-16.1	i	-7.1	1.9	1.7	5.8
Cc1cccc(C(=O)NNS(=O)(=O)c2ccccc2[N+](=O)[O-])c1	-0.4	1.8	-8.6	1.2	i	-9.0	-0.1	0.2	-0.8
Cc1cc(C)c(C#N)c(SCC(=O)C(C)(C)C)n1	22.1	2.4	1.2	-4.1	i	-3.0	-0.5	-0.4	-5.6
COc1ccc(C2c3c(oc4ccc(Cl)cc4c3=O)C(=O)N2CCN2CCOCC2)cc1 (configuration not stated)	29.5	8.8	9.9	1.0	i	-2.8	0.9	2.0	1.3
